ALOX15 inhib – 15-hLO (ALOX15) enzyme inhibition; P16050; purified 15hLO-1, xylenol orange hydroperoxide absorbance; Potency, µM (series often up to 57.1 µM), without a hit: at the top dose activity change, negative = inhibition, usual class: inhibitors; hit rate 1.4% among 74,000; AID 887; also: potency is read from the fitted curve at half-maximal effect; % is scaled to controls: 0 for no effect and ±100 for the full control effect; nearly all actives have a fitted effect of over 55% in size
Target sequence (P16050 whole entry, looked up): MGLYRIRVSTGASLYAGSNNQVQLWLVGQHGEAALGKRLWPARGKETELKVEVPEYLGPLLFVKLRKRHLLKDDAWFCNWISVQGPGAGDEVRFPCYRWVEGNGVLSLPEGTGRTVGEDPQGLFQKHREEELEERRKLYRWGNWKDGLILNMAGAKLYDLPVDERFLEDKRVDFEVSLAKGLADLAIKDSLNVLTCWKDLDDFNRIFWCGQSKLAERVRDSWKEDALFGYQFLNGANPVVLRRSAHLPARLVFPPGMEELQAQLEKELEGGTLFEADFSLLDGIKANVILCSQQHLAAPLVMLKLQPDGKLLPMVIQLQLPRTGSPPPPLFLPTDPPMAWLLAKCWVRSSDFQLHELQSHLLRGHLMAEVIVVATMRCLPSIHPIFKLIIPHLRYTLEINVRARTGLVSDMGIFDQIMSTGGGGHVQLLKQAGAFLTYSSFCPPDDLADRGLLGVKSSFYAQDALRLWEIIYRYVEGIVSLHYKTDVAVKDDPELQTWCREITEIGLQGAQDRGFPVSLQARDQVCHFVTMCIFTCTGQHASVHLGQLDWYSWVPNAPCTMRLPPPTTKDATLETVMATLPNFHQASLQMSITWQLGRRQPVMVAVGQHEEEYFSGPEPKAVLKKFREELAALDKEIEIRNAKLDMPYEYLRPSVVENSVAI
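40 nM 15hLO-1 + cpd, 15 min RT; start w/ 50 uM AA (final), 6 min RT; stop/detect w/ 200 uM XO + 300 uM Fe(II) in 50 mM H2SO4, 30 min; A573/A405. Buffer 25 mM Hepes pH 7.5, 0.01% Triton X-100. No-enzyme wells as negative control.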
A350 autofl – A350 region autofluorescence | max dye-equivalent concentration, M | Compound autofluorescence, 340/450 nm, Alexa 350 dye-equivalents; stronger effect = higher value | hit rate 11% among 59,000; in the data active = max dye-equivalent concentration above about 10 nM; inconclusive = mostly about 1.1 nM to 9.6 nM
CRE-bla Fsk – CRE-bla signaling modulation under forskolin stimulation. hit rate 2.5% among 71,000. CHO CRE-bla reporter (cAMP response element driving beta-lactamase), forskolin EC10, beta-lactamase ratio. Potency, µM (titrated, usually from 38.2 µM), for the others: at the top dose activity change, negative = inhibition, hits mostly activators; active = well fitted activation curve with a large enough effect in the signal ratio, with a control signal flat, not every such curve was filed as active; inconclusive = small, poorly fitted or top-dose-only effect, or effect the other way, or a change in a side signal; the % refers to the signal ratio; also: potency is read from the fitted curve at half-maximal effect; % of control where 0% means no effect
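The 460nm/530nm emission ratio after CCF4 loading defined %Activity, from which AC50 values were obtained. CRE-bla CHO cells received compound dilution series together with an EC10 level of NKH 477 for 3 hours at 37 degrees Celsius.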
Hsp90 Hop PPI – changes Hsp90-Hop TPR2A binding signal, up or down; Potency, µM (series often up to 57 µM), without a hit: top-dose activity change, negative = inhibition; AID 595; AlphaScreen TPR2A-His6 binding biotin-Hsp90 C-terminal peptide; hit rate 0.44% among 71,000; active = well fitted curve in either direction with a large enough effect; inconclusive = small, poorly fitted or top-dose-only effect, or another doubt; also: potency is read from the fitted curve at half-maximal effect; % is scaled to controls: 0 for no effect and ±100 for the full control effect; many of its hits are not listed in these tables
HBB splice mod – hemoglobin beta splicing modulation | HBB splicing reporter cell assay, activation; EGFP reporter with mutant IVS2-654 intron; response scale: normalised to 500 nM splice-correcting PNA | Potency, µM (highest dose often 46.1 µM), for the others: at the highest dose activation, hits mostly activators | hit rate 0.06% among 65,000 | AID 925; also: potency is read from the fitted curve at half-maximal effect; 0% is about no effect
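Compounds were applied for 2 days to HeLa EGFP-654 cells, 500/well in Optimem with 2% FCS. The reporter's EGFP is disrupted by mis-splicing of beta-globin intron IVS2-654. Readout: summed well GFP fluorescence from 488 nm laser scanning; reference was 500 nM antisense […] 654 PNA.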
4MU fluor – 4-MU region autofluorescence | hit rate 11% among 59,000 | max dye-equivalent concentration, M | compound autofluorescence, 340/450 nm, 4-MU equivalents; stronger effect = higher value; in the data active = max dye-equivalent concentration above about 10 nM; inconclusive = mostly about 1.1 nM to 9.6 nM
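Compounds in 100 mM Tris, pH 8.0, sat 15 min at room temperature before fluorescence was read at 340 nm excitation/450 nm emission; a per-plate six-point 4-MU standard curve converted signals to dye-equivalent concentration at each compound concentration.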
DNA Pol III inh – inhibitors of bacterial DNA polymerase III holoenzyme | hit rate 0.25% among 71,000 | AID 603 | reconstituted DNA polymerase III holoenzyme replication, biochemical | Potency, µM (series often up to 57.1 µM), without a hit: top-dose activity change, negative = inhibition; also: potency is read from the fitted curve at half-maximal effect; % is scaled to controls: 0 for no effect and ±100 for the full control effect
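Reconstituted *E. coli* holoenzyme (0.35 nM Pol III, 1 nM beta, 154 nM SSB, 2 nM primase) was preincubated with compound for 15 min at RT. Synthesis on 1.4 nM ssM13Gori ran 35 min, then was stopped with PicoGreen/EDTA and read as dsDNA fluorescence.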
BRCT PPI green – BRCA1 BRCT-phosphoprotein interaction inhibition | hit rate 0.05% among 75,000 | Potency, µM (series often up to 76.9 µM), for inactives: at the top dose activity change, negative = inhibition, hits mostly inhibitors | BRCA1 BRCT-phosphopeptide binding, green fluorescence polarization | P38398;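 also: potency is read from the fitted curve at half-maximal effect; plate controls were peptide without protein for full effect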
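Fluorescence polarization: His-tagged BRCT (~35 kDa BRCA1 C-terminus, 250 nM) bound to 100 nM fluorescein-labeled phosphorylated 10-aa BACH1 peptide, pH 7.3 phosphate buffer with DTT and Tween 20. Compounds incubated 12 min at room temperature; inhibition read as lowered polarization.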
BRCT PPI red – disrupts BRCA1 BRCT binding to phosphoprotein, red fluorophore readout. hit rate 0.03% among 75,000. BRCT-phosphopeptide binding, red fluorescence polarization. P38398. AID 892. Potency, µM (top dose mostly 76.9 µM), without a hit: top-dose activity change, negative = inhibition, actives largely listed as inhibitors; also: % is scaled to controls: 0 for no effect and ±100 for the full control effect
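Rhodamine-labelled pBACH1 10-mer (100 nM) bound to BRCT domain (100 nM) at pH 7.3; compounds incubated 12 min room temperature, polarization read. Free peptide defines full inhibition; unlabelled decapeptide titrated as control.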
Epigenetic mod – derepresses silenced GFP locus in mouse C127i cells | hit rate 0.09% among 68,000 | mouse C127i GFP locus derepression, cytometry, 30 h | Potency, µM (top dose mostly 46.1 µM), for the others: top-dose GFP derepression (activation); also: % of control where 0% means no effect
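Murine C127i mammary cells carrying a silenced, stably integrated CMV-driven GFP reporter were treated with compound for 30 hours at 37 C. After PBS washes, GFP-positive cells were counted by laser-scanning microplate cytometry.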
Ub-GFP proteasome – ubiquitin-GFP accumulation via proteasome inhibition; Ubiquitin-GFP reporter cells, proteasome inhibition, GFP fluorescence; response scale: untreated = 0%, 10 µM MG-132 = 100%; Potency, µM (series often up to 45.9 µM), without a hit: at the top dose activation (GFP accumulation), usual class: activators; 67,000 tested, under 10 active; AID 526; active = well fitted activation curve with a large enough effect, not every such curve was filed as active; inconclusive = small, poorly fitted or top-dose-only effect, or another doubt; inactive = no such curve, though single readings can be large or run the other way; also: potency is read from the fitted curve at half-maximal effect
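Proteasome blockade was scored as a rise in GFP-expressing U2OS cells carrying a ubiquitin(G76V)-GFP construct, imaged after 4 hr compound treatment at 37 °C across a 46 uM–2.9 nM series.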
The depositor's hits bear a star; i = inactive; ? = inconclusive; · = no result given; [ ] = another dose, or the depositor's remark. Unless noted, calls follow the shape of the dose curve; as a rule, active = well fitted curve in the direction sought with a large enough effect; inconclusive = small, poorly fitted or top-dose-only effect, or another doubt; inactive = no such curve, though single readings can be large; an effect the other way counts as inactive or inconclusive.

SMILES	ALOX15 inhib	A350 autofl	CRE-bla Fsk	Hsp90 Hop PPI	HBB splice mod	4MU fluor	DNA Pol III inh	BRCT PPI green	BRCT PPI red	Epigenetic mod	Ub-GFP proteasome
Cc1ccc(N2CC(C(=O)NCCCn3ccnc3)CC2=O)cc1 (configuration not stated)	27.7%	i	4.2%	-2.6%	·	i	-3.9%	-1.6%	0.6%	0.0%	1.3%
COc1ccc(Cn2nnnc2C(c2ccc(C)cc2)N2CCN(C3CCCC3)CC2)cc1 (configuration not stated)	3.7%	i	-15.6%	-2.8%	-0.2%[57.5 µM]	i	-4.2%	1.7%	-0.4%	0.0%	0.8%
COc1cccc(CNC(=O)C2CCN(S(=O)(=O)N3CCCC3)CC2)c1	-7.7%	i	-11.4%	-6.9%	-0.8%	i	-3.4%	-0.9%	0.6%	-2.4%	0.6%
COc1cccc(-n2nnnc2SCC(=O)NCc2ccco2)c1	1.1%	i	-3.0%	-2.9%	·	i	-1.6%	-0.6%	-0.1%	-3.0%	1.1%
N#CC1=C(N)NC(SCC(=O)O)=C(C#N)C12CCCC2	2.0%	?	-1.6%	-2.9%	-1.1%[57.5 µM]	?	-1.9%	0.5%	-2.6%	0.0%	-2.3%
COc1ccc(N2CCN(Cc3nc(N)nc(Nc4ccc(C)c(Cl)c4)n3)CC2)cc1	-20.6%	i	?	?	-0.6%[1.84 µM]	i	7.3%	-7.4%	-0.2%	-2.0%	9.3%
O=C1C(=O)c2ccccc2C(O)=C1C1CCC(c2ccc(Cl)cc2)CC1 (configuration not stated)	2.6%	i	11.1%[17.1 µM]	-2.0%[26 µM]	0.6%[20.6 µM]	i	-10.9%[25.6 µM]	-3.6%[3.08 µM]	0.3%	2.9%[20.6 µM]	-4.3%[20.5 µM]
Cc1ccc(NC2SC(=O)N(Cc3cccc(C(=O)O)c3)C2=O)cc1 (configuration not stated)	0.1%	1.23e-08M*	-4.0%	0.9%	0.5%[57.5 µM]	?	-3.7%	-1.1%	-2.8%	2.1%	-6.3%
O=C(Nc1nnc(C2CC2)s1)c1cc(-c2ccccc2)nn1-c1ccccc1	-17.5%	i	9.9%	-2.7%	3.1%[57.5 µM]	i	-2.1%	-0.7%	0.6%	0.0%	-1.9%
CCOC(=O)CN1CC23C=CC(O2)C(C(=O)O)C3C1=O (configuration not stated)	1.2%	·	-2.5%	0.6%	0.3%	·	-4.2%	2.3%	-0.6%	·	12.6%
O=C(Oc1ccccc1)N1CCC2(CC1)CCN(c1ncccn1)CC2	2.3%	i	?	-6.6%	1.9%	i	-2.1%	-1.1%	-0.9%	0.0%[9.22 µM]	-3.3%
CC1=C(C(=O)Nc2cc(-c3cccc(F)c3)[nH]n2)C2(CCCCC2)OC1=O	-4.3%	·	-17.7%	-5.7%	-0.9%	·	-5.1%	-0.5%	0.4%	-3.4%	-0.4%
Cc1ccc(C)c(N2CCN(C(=O)CCS(=O)(=O)c3cccc4nonc34)CC2)c1	-29.8%	i	?	-19.3%	1.2%	i	-8.2%	-0.8%	1.1%	-2.4%	-3.4%
C/C(=N\O)C(=O)NCc1ccccn1	-3.1%	i	?	-1.2%	-4.4%	i	-6.5%	-0.5%	1.4%	0.0%	-3.6%
CCc1ccccc1NC(=O)CN(C)Cc1nc(N)nc(Nc2ccccc2C)n1	45.6%[activator]	?	?	-11.5%	-0.6%	?	-1.3%	-6.3%	0.1%	0.0%	2.9%
O=C(CCNc1ccc(F)c(Cl)c1)c1ccco1	2.1%[11.4 µM]	·	?	-6.7%[11 µM]	-2.9%[0.0738 µM]	·	-7.6%[11.4 µM]	0.3%	-0.5%	1.5%	-13.6%[9.17 µM]
Cc1ccc(C)o1	-3.0%	·	-13.7%	-7.8%	1.3%	·	-1.8%	-1.0%	-1.3%	·	·
Cc1c(N=Cc2cc3c(cc2Cl)OCO3)c(=O)n(-c2ccccc2)n1C	2.3%	·	-0.8%	-4.9%	-0.7%[9.22 µM]	·	-0.4%	-4.7%	-1.3%	-2.2%	?
COc1ccc(Oc2c(C)oc3c(CN(C)C)c(O)ccc3c2=O)cc1	-0.1%	4.91e-07M*	1.9%	-6.4%	-2.9%[0.369 µM]	3.68e-07M*	8.3%	-1.9%	0.1%	2.6%	3.2%
Cn1c(=O)c(-c2cccs2)nc2cncnc21	-7.1%	1.21e-07M*	10µM*	-0.9%	2.7%	9.95e-08M*	4.4%	4.3%	-2.1%	13.1%[9.22 µM]	4.0%
CN(C)c1ncc2nc(-c3ccc(F)cc3)c(=O)n(Cc3ccc(F)cc3)c2n1	-4.3%	?	?	-3.8%	1.9%	?	-10.5%	-1.0%	0.2%	-2.7%[9.22 µM]	6.9%
COc1ccc(N2CCN(Cc3nc(-c4ccc(Cl)cc4Cl)no3)CC2)cc1	-8.2%	i	-5.7%	-13.8%	0.2%	i	6.1%	-7.8%	-0.5%	2.1%	7.9%
COc1ccc(CCN2C(=O)CC(N3CCN(S(=O)(=O)c4ccccc4)CC3)C2=O)cc1 (configuration not stated)	-1.3%	i	-7.3%	-4.3%	-1.8%	i	-0.7%	-2.3%	1.4%	1.0%	-0.8%
CCOC(=O)CC(NS(=O)(=O)c1ccc(NC(C)=O)cc1)c1ccc(OCC)cc1 (configuration not stated)	5.4%	i	0.7%	2.8%	-0.3%	i	-2.6%	-2.8%	0.3%	-2.2%	6.5%
COc1cccc(Nc2ncc3ncc(=O)n(Cc4cccs4)c3n2)c1	-16.5%	i	?	-1.0%	0.4%	i	-9.4%	4.2%	0.9%	7.4%[9.22 µM]	1.8%
Other entries follow.
SMILES	ALOX15 inhib	A350 autofl	CRE-bla Fsk	Hsp90 Hop PPI	HBB splice mod	4MU fluor	DNA Pol III inh	BRCT PPI green	BRCT PPI red	Epigenetic mod	Ub-GFP proteasome
COc1cc2nc(SCC(=O)NC3CC3)n(CCC3=CCCCC3)c(=O)c2cc1OC	-4.2%	i	9.4%	-4.3%	0.0%	i	-6.2%	-1.8%	2.3%	-2.3%	2.3%
CCC1CCCCN1C(=O)c1cc(-c2ccc(Cl)c(Cl)c2)on1 (configuration not stated)	-16.3%	i	?	?	0.5%	i	-3.0%	-2.8%	0.1%	-3.0%	11.9%
O=C(Nc1ccc(Cc2ccncc2)cc1)c1ccc(Br)o1	11.2%	i	?	-1.7%	0.5%	i	2.5%	0.6%	-0.2%	4.3%	-7.1%
Cn1c(=O)c2c(-c3ccncc3)c3c(nc2n(C)c1=O)-c1ccccc1C3=O	-24.1%	i	12.8%	0.6%	-0.4%	i	-3.2%	-3.3%	0.0%	-3.3%	5.1%
c1ccc2c(c1)nc(NCC1CCCO1)c1nnnn12 (configuration not stated)	1.9%	·	?	-6.0%	2.4%	·	-4.7%	-2.8%	-0.7%	0.0%	-6.2%
O=C1c2cccnc2C(=O)N1c1ccccc1-c1ccccc1	10.7%	?	-3.6%	?	0.6%	i	1.3%	-1.8%	-2.6%	0.3%	-2.0%
CC(C)CCC(C(=O)O)C(C)CC(=O)NC1CCCCC1 (configuration not stated)	-0.9%	i	0.2%	-1.8%	0.1%	i	3.5%	-3.8%	-0.6%	0.0%	3.9%
Cc1nc2cc(NC(=O)N3CCC(c4ccccc4)C3)ccc2n1C (configuration not stated)	-7.5%	i	4.5%	-1.7%	-0.5%	i	-8.1%	-0.5%	1.8%	2.1%	4.8%
CC(C)n1c(C(O)c2ccccc2)nc2ccccc21 (configuration not stated)	25.2%	·	-4.9%	-3.9%	-1.6%[9.22 µM]	·	-0.4%	-0.7%	-2.4%	4.3%	-0.5%
CC(C)OCCCNc1ncnc2c1[nH]c1ccccc12	-27.4%	?	?	-7.7%	7.2%[0.369 µM]	i	-0.6%	-1.1%	-0.5%	0.0%	5.2%
C=C(C)COc1ccc2c(C)c(C)c(=O)oc2c1OCC(=C)C	-0.2%	?	-4.9%	8.8%	-0.5%	?	-2.7%	1.6%	0.4%	-5.1%	1.6%
Cc1nnc2sc(-c3cccc4ccccc34)nn12	-4.6%	?	?	-1.3%	-2.3%[57.5 µM]	?	1.0%	4.4%	-1.0%	0.0%	5.2%
O=C(CCCCCn1c(=O)[nH]c2ccsc2c1=O)N1CCCCC1	3.6%	i	?	0.2%	-0.2%	i	0.4%	-0.1%	0.7%	-2.2%	-2.7%
COC(=O)c1[nH]c2cc(OC)ccc2c1NC(=O)CCN1CCCCC1	-1.5%	?	10.9%	-1.8%	5.9%[0.369 µM]	i	-1.2%	-0.7%	0.7%	0.0%	2.6%
CC1=C(C(=O)NC2CCCCC2C)C2(CCC(C)CC2)OC1=O (configuration not stated)	-1.9%	·	-4.5%	0.5%	0.5%	·	-1.3%	-0.7%	0.2%	-3.4%	-2.9%
